TNAP inh no acc: TNAP (human) inhibition, acceptor-free conditions | P05186 | purified TNAP, CDP-star luminescence, 30 min | inhibition, % at 20 µM | 200,000 tested, 0.26% active;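 active = tissue-nonspecific alkaline phosphatase inhibition above about 50% at 20 µM in the single-dose screen, limit read from the data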;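 note: 0% = DMSO negative control and 100% = EDTA positive control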
DTT redox prof: compounds producing H2O2 with reducing agent – biochemical, NIH compound library profiling, artefact control for MLSCN library redox annotation, primary screen. 200,000 tested, 0.03% active. activation, % at 10 µM. DTT-dependent redox cycling H2O2, phenol red/HRP absorbance; 100% = 100 µM peroxide control, 0% = buffer;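 active = activation of at least 50% relative to the plate's high and low controls in the primary single-dose screen; inactive = activation below 50%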;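 note: compound incubated with DTT at 0.8 mM final as the reducing agent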
PMI act hi M6P: increases human PMI activity with near-saturating mannose 6-phosphate; P34949; coupled PMI enzyme assay, resazurin fluorescence, 20 min; hits give high values; 1 = untreated enzyme, 0 = substrate-free blank; activation factor at 20 µM; 190,000 tested, 0.34% active;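 active = activation factor of 2 or more at 20 µM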
Target sequence (P34949 whole entry, looked up): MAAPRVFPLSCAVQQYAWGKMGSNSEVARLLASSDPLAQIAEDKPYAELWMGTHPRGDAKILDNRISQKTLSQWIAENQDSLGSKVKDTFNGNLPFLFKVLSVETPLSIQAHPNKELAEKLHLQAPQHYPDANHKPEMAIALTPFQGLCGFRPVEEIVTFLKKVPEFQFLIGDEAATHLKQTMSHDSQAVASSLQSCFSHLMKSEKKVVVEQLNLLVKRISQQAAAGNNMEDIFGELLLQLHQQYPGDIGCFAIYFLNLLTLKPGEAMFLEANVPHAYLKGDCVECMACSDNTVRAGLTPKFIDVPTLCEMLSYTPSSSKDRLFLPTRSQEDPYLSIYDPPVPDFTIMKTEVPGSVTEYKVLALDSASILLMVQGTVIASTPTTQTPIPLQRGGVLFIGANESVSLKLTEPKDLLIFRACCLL
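Technique: Diaphorase-driven resazurin-to-resorufin fluorescence, excitation 544, emission 590 nm | Assay system: Human PMI in coupled enzyme assay | Times: Enzyme reaction with compound 20 min at room temperature | Medium: HEPES-buffered pH 7.4 with magnesium and detergent | Reagent: Mannose-6-phosphate 1.0 mM (near-saturating) plus 0.22 mM NADP+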
PMI activator: activators of human phosphomannose isomerase; P34949; purified human PMI, coupled resazurin fluorescence, 20 min; hits give high values; 1 = vehicle control, 0 substrate-free wells; activation factor at 20 µM; 190,000 tested, 0.005% active; AID 1214;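 active = activation factor of 2 or more at 20 µM, relative to plate controls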
S1P3 antagonist: antagonists of human S1P3 receptor; Q99500; CHO S1P3 NFAT-BLA reporter, FRET fluorescence, antagonist mode; inhibition, % at 4.98 µM; 170,000 tested, 0.27% active; AID 485;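 active = inhibition above the plate cutoff, the mean inhibition of test wells on that plate plus 3 SD, cut at about 28% in these data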;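 note: cells challenged with S1P at its EC80 of 0.8 µM; blue over green emission ratio from cleaved BLA substrate after 4 h stimulation; 0% = S1P-stimulated wells and 100% = unstimulated DMSO-only wells; some compounds past the cut are filed as inactive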
Target sequence (Q99500 whole entry, looked up): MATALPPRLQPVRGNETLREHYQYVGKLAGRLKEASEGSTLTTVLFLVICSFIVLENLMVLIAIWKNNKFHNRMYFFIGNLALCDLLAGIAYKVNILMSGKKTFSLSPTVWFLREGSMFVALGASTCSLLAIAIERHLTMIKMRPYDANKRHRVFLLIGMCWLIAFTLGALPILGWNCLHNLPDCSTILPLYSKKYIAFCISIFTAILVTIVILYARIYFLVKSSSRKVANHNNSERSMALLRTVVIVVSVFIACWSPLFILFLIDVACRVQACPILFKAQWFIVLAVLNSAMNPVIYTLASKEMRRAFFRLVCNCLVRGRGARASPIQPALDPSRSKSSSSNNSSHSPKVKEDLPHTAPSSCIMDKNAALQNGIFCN
RAM network inh: yeast RAM network inhibition; S. cerevisiae dse1pr::URA3 reporter, 5-FOA growth OD615, 2 d; analog-sensitive cbk1-as2 kinase mutant strain; AID 868; inhibition, % at 50 µM; 190,000 tested, 1.8% active;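 active = inhibition above a set limit, 3 SD over mean compound inhibition, cut at about 8.4% in these data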;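 note: 0% = DMSO-only wells with no growth and 100% = 10 µM 1-NA-PP1 full growth; inhibition rescues growth on 5-FOA so higher OD means more RAM inhibition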
TNAP inh hiacc: TNAP (human) inhibition, high acceptor. purified TNAP, CDP-star luminescence, 1 M DEA. inhibition, % at 20 µM. AID 1135. 200,000 tested, 0.03% active;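 active = over 50% inhibition of tissue-nonspecific alkaline phosphatase at 20 µM in the single-dose screen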;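 note: plate controls were DMSO wells for no effect and EDTA-quenched wells as full inhibition for full effect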
HMGR II inh: blocks class II HMG-CoA reductase of Enterococcus faecalis. purified E. faecalis HMGR, NADPH absorbance 340 nm kinetic. inhibition, % at 10 µM. 190,000 tested, 0.41% active. AID 1066;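 active = inhibition above a set limit, the median over all tested compounds plus 3 SD, cut at about 9.5% in these data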;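 note: enzyme runs in reverse so mevalonate oxidation gives rising NADPH absorbance; 0% = complete reaction with DMSO and 100% = background rate lacking mevalonate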
Lmaj promast: Leishmania major promastigote growth inhibition; 200,000 tested, 9% active; Leishmania major promastigotes, resazurin fluorescence viability; inhibition, % at 10 µM; in the data active = inhibition above about 50%;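 note: promastigotes grown with compound for 44 hours at 28 °C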
Hsp70 act: transcriptional activators of Hsp70; HeLa Hsp70 promoter luciferase reporter, luminescence; scaled: vehicle 0, proteasome-inhibitor control 100%; activation, % at 10 µM; 200,000 tested, 0.04% active;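 active = activation above the mean across all tested compounds plus 3 SD, cutoff set per campaign, cut at about 5.5% in these data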;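 note: 100% = MG132 at 30 µM as the positive control and 0% = DMSO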
An asterisk follows results filed as active; . = no result given.

no.	mol	TNAP inh no acc	DTT redox prof	PMI act hi M6P	PMI activator	S1P3 antagonist	RAM network inh	TNAP inh hiacc	HMGR II inh	Lmaj promast	Hsp70 act
1	COc1ccc(C2CC(C(F)(F)F)n3nc(C(=O)NCc4c(C)nn(C)c4C)c(Cl)c3N2)cc1 (stereo unspecified)	-6.1	-2.7	1	1	-13.8	0.1	-6.3	-1.1	0.6	0.0
2	CCOc1ccc(/C(O)=C2\C(=O)C(=O)N(CCN(C)C)C2c2cc(OC)ccc2OC)cc1Cl (stereo unspecified)	.	0.3	.	.	-39.6	.	.	.	-2.5	0.3
3	CC1CCCN(Cc2nc3c(c(=O)n(C)c(=O)n3C)n2CC(N)=O)C1 (stereo unspecified)	-4.3	-0.9	1.1	1.1	-23.4	2.2	-9.5	0.5	-0.9	0.1
4	CC(C)CCC1CC(CSC(=N)N)OC1=O (stereo unspecified)	17.8	0.2	1	0.9	.	-1.2	-1.4	-5.2	4.7	-0.3
5	C=CCSc1nnc(-c2ccncc2)n1-c1ccc(OCC)cc1	-8.0	0.8	1	0.9	3.7	1.3	-2.5	2.8	15.1	0.3
6	Cc1ccc(C(=O)OCC(=O)Nc2ccccc2C(F)(F)F)cc1S(=O)(=O)N1CCOCC1	-5.2	1.8	1	1	.	4.3	2.7	-2.1	-0.8	-0.2
7	O=C(N/N=C/c1cccc(F)c1)c1c(O)c2ccccc2[nH]c1=O	1.5	0.2	1	1	-5.6	1.2	1.5	1.4	2.8	-0.1
8	O=C(Nc1cccc(O)c1)c1ccc(Br)cc1	-6.6	0.2	0.9	0.9	-18.2	0.1	0.2	1.9	9.1	-0.1
9	O=C(N/N=C/c1ccc(Br)o1)c1cc([N+](=O)[O-])cc([N+](=O)[O-])c1	-21.6	-0.1	0.9	1	4.4	5.0	-2.0	-2.6	94.3*	-0.2
10	Cc1ccc(CSCCNC(=O)CN(c2cc(C)ccc2C)S(C)(=O)=O)cc1	-8.0	-0.5	0.9	0.9	-2.7	1.0	-3.7	0.8	12.4	-0.2
11	CC(C)NCC(O)COC1C2CC3CC(C2)CC1C3 (stereo unspecified)	-9.6	0.5	1.2	0.9	-2.3	1.0	-4.1	-1.4	3.2	0.3
12	Nc1nc(SCCOc2ccccc2)n[nH]1	-13.8	0.0	1	1	9.1	-0.6	-3.2	-1.4	-10.3	-0.2
13	CCCC1CC(C)(C(=O)CSc2n[nH]c(-c3ccccc3)n2)OC1=O (stereo unspecified)	19.6	-2.0	1.1	1	.	0.7	0.4	-5.3	-2.5	0.0
14	COC(=O)/C=C/c1ccc(-n2cncn2)cc1	-9.9	-1.6	1.1	1.2	-33.4	-0.1	-1.9	-2.2	-3.4	0.0
15	C/C=C/Cn1c(SCCCc2ccccc2)nc2c1c(=O)[nH]c(=O)n2C	-14.9	-0.6	0.8	0.8	-364.0	8.4	0.4	-12.1	9.0	-0.2
16	CN(C(=O)c1ccno1)c1nnc(-c2cccnc2)s1	-12.9	-0.1	1.1	1	-3.0	0.8	-5.8	-4.3	0.0	-0.4
17	OC(COc1ccc2ccccc2c1Br)Cn1cnc(-c2ccccc2)c1 (stereo unspecified)	-2.0	0.2	0.8	0.8	.	-1.7	-5.8	-3.5	1.4	-0.6
18	CNC(=S)N/N=C/C1=CCC2CC1C2(C)C (stereo unspecified)	-3.9	-0.6	1	1	-2.8	1.4	-0.7	-6.0	97.4*	-0.1
19	COc1cc(CN(CCc2c(C)[nH]c3ccc(C)cc23)C(=S)NC(C)(C)C)cc(OC)c1OC	-2.1	0.7	1	1	4.9	2.7	0.8	-1.8	35.4	-0.3
20	Cc1ccc(CNCC(=O)Nc2cccc(S(=O)(=O)NC3=NCCCCC3)c2)cc1	-16.1	0.1	1	1	18.8	2.5	-3.1	1.9	-1.1	-0.1
21	O=C(NNC(=O)c1cccc(Br)c1)C(=O)N1CCCCC1	-6.4	-0.1	0.9	0.9	-9.4	3.2	-2.1	2.1	-5.8	0.0
22	O=C1/C(=C/c2ccccc2)NC(=S)N1C(c1ccccc1)c1ccccc1	-2.8	1.1	0.9	0.9	.	5.3	-3.7	-3.0	1.5	-0.1
23	Cn1nnnc1SCc1nnc(-c2ccc(Cl)cc2)o1	-10.9	-2.4	1	1	-2.0	1.2	-3.5	3.5	-3.5	0.0
24	Cc1cccc(NC(=O)c2ccccc2NC(=O)C(C)(C)C)n1	-5.1	2.1	0.9	0.9	-25.0	1.6	-0.9	-6.0	-1.8	-0.2
25	COc1ccc(NC(=O)Nc2c(SC)nsc2SC)cc1	-10.7	-0.3	1.6	1.6	0.5	1.6	-3.4	-3.0	-6.9	-0.2
26	CN(NC(=O)c1ccc(Cl)cc1)c1nc(-c2ccccc2)nnc1C(F)(F)F	-10.0	2.1	1	1	.	0.0	-3.0	1.9	-4.7	-0.7
27	COc1cc(C=O)ccc1OCCCOc1ccccc1[N+](=O)[O-]	-9.0	0.2	1	1	-8.1	-0.2	0.2	-0.9	4.1	-0.2
28	CC1(C)C2CCC1(CS(=O)(=O)Nc1ccc(S(=O)(=O)NC3CCCCC3)cc1)C(=O)C2 (stereo unspecified)	-1.5	0.1	1	0.9	1.5	1.8	-0.7	-3.5	6.5	-0.6
29	O=C(Cc1cccs1)Nc1nnc(Cc2ccc(F)cc2)s1	-3.8	-0.2	1	1	.	2.7	-2.6	-10.1	-1.9	-0.6
30	CCNC(=S)N1CCN(S(=O)(=O)c2ccc(C)cc2)CC1	-14.8	-0.5	1	1	-19.3	5.0	-5.8	-7.0	1.5	-0.3
31	Cn1c(=O)c2[nH]c(-c3ccccc3Cl)c(O)c2n(C)c1=O	-9.4	0.0	1.1	1	-14.6	-0.4	-3.0	-2.0	4.2	-0.5
32	Cc1cc(C)nc(N2CCN(C(=O)c3ccc(S(=O)(=O)N4CCCCCC4)cc3)CC2)n1	-2.7	-0.1	1	1.1	-11.1	-0.1	1.0	1.0	2.7	-0.1
33	CCCCOC(=O)CSc1nnc(N)s1	-8.9	0.1	0.9	0.9	-6.4	0.9	-2.6	-1.3	-4.5	-0.1
34	Cc1ccc(/C=N/n2c(-c3cccs3)n[nH]c2=S)cc1	49.7	20.6	1	0.9	.	3.3	5.4	-11.9	0.3	0.0
35	O=C1CSC(c2nn(-c3ccccc3)cc2-c2cc3ccccc3oc2=O)N1Cc1ccco1 (stereo unspecified)	-6.8	2.1	0.8	0.8	.	4.0	-4.1	-3.1	51.7*	-0.3
36	COc1ccc(/C=N/n2cnc3c([nH]c4ccccc43)c2=O)cc1COc1ccccn1	-8.5	-0.2	1.1	1.1	5.6	1.5	-0.7	-1.0	6.6	0.4
37	O=C(c1ccc(CS(=O)(=O)c2c(Cl)cccc2Cl)o1)N1CCN(c2ccccn2)CC1	-13.2	0.1	1.1	1.1	17.4	-0.7	-4.7	-1.9	3.4	-0.2
38	c1ccc(-c2ncc(CSc3nncn3-c3ccccc3)s2)cc1	-10.1	0.8	1.1	1	.	-0.3	-6.8	-13.9	7.5	-0.3
39	COc1ccc(CNC(=O)c2cc(-c3ccco3)on2)cc1	-1.0	3.6	0.8	0.7	4.9	3.2	-0.3	0.6	-7.1	0.0
40	COc1ccc(/C(O)=C2\C(=O)C(=O)N(CCCN(C)C)C2c2ccccc2F)cc1Cl (stereo unspecified)	-4.4	.	0.9	0.9	-18.4	.	-1.6	.	.	.
41	Cc1ccccc1S(=O)(=O)Cc1ccc(C(=O)NCc2ccc(F)cc2)o1	-1.4	1.1	1	1	1.1	2.5	2.1	-9.7	9.1	-0.1
42	CCCCCC(=O)Nc1ccc2oc(-c3cncc(Br)c3)nc2c1	-7.3	1.3	1	0.9	-19.6	1.7	-2.9	-2.9	7.3	-0.2
43	CC(C)CCNC(=O)NC(=O)COc1c(F)c(F)cc(F)c1F	-8.8	0.5	0.8	0.8	.	-0.3	-3.0	1.7	-3.5	-0.1
44	O=C(Nc1ccc2c(c1)OCO2)N1CCN(C/C=C/c2ccccc2)CC1	-11.8	4.0	0.9	0.9	-33.4	1.9	-0.9	-6.9	74.4*	-0.3
45	CCOC(=O)c1ccc(CNC(=O)C2CCCCC2C(=O)OCC(F)(F)F)o1 (stereo unspecified)	-4.9	-5.2	0.9	1	-9.5	-0.5	-2.6	-3.6	1.3	0.0
46	O=C(Nc1nnc(-c2ccco2)o1)c1ccc(S(=O)(=O)N2CCCC2)cc1	-19.1	-0.1	1.1	1.4	-4.8	2.2	-4.4	2.0	8.0	0.5
47	O=C(O)c1ccc(CNCc2ccc(F)cc2)cc1	-12.2	-2.2	1	1.1	-1.5	1.1	-5.4	-0.8	-4.8	-0.1
48	COc1ccc(-n2c(SCC(=O)NCc3ccco3)nc3c([nH]c4ccccc43)c2=O)cc1	-3.3	-0.6	1	1	.	4.3	-7.4	-11.0	-1.6	-0.2
49	Cc1cc(N2CCN(C)CC2)nc2ccc(NC(=S)NC3CC3)cc12	4.7	-2.0	1	1.1	-5.8	0.8	-1.5	-3.5	22.4	0.0
50	O=C(c1cc2ccccc2oc1=O)N(Cc1ccccc1)Cc1ccc2c(c1)OCO2	-1.7	-0.3	0.9	0.9	.	3.4	-1.0	0.9	61.0*	-0.1
51	COc1ccc(C2/C(=C(\O)c3cc(C)ccc3C)C(=O)C(=O)N2CCN(C)C)cc1OC (stereo unspecified)	1.4	3.3	1.6	1.2	.	0.6	1.9	-0.7	-0.9	-0.2
52	CC(=O)NC1=NN(C(C)=O)C(C)(c2ccc(Cl)s2)S1 (stereo unspecified)	-3.1	2.2	1	0.9	.	0.1	2.0	-7.2	37.2	-0.2
53	C=CCSc1n[nH]c(-c2ccc(OC)cc2)n1	80.0*	1.7	1	0.9	-11.2	0.4	-3.0	-0.1	12.8	0.1
54	O=C(c1ccco1)N1CCN(C(=O)C2CCN(S(=O)(=O)c3cccs3)CC2)CC1	-7.4	-0.5	1	1	-13.5	2.1	-1.8	-3.6	-3.6	0.0
55	O=S(=O)(O)C1CCNCC1	-9.0	-1.2	1	1	-48.4	1.9	-3.0	-5.3	-4.3	-0.3
56	O=C1COc2ccc(C(=O)COC(=O)CNC(=O)C3CCCCC3)cc2N1	-7.3	-0.4	1.1	1.1	-8.0	-0.2	0.2	-0.7	-7.1	-0.2

2 entries picked at random from the list so far, as already listed:
no.	mol	TNAP inh no acc	DTT redox prof	PMI act hi M6P	PMI activator	S1P3 antagonist	RAM network inh	TNAP inh hiacc	HMGR II inh	Lmaj promast	Hsp70 act
10	Cc1ccc(CSCCNC(=O)CN(c2cc(C)ccc2C)S(C)(=O)=O)cc1	-8.0	-0.5	0.9	0.9	-2.7	1.0	-3.7	0.8	12.4	-0.2
12	Nc1nc(SCCOc2ccccc2)n[nH]1	-13.8	0.0	1	1	9.1	-0.6	-3.2	-1.4	-10.3	-0.2

Screens deposited in PubChem by several laboratories.
